From PubChem BioAssay
NALP3 yeast inh = inhibitors of NALP3 inflammasome in yeast; 0.39% of 330,000 active; AID 2825; inhibition, % at 10 µM; Yeast reconstituted NLRP3/ASC/caspase-1, beta-gal luminescence, 24 h;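 active = inhibition of 50% or more; inactive = inhibition below 50%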;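 also: plate controls were induced DMSO wells for no effect and uninduced yeast grown without galactose for full effect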
mIAP inh = blocks mouse intestinal alkaline phosphatase; purified mouse IAP, CDP-Star luminescence, 30 min; inhibition, % at 10 µM; 0.2% of 330,000 active; AID 2806;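 active = inhibition of at least 40% at 10 µM in the primary screen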;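 also: plate controls were DMSO with enzyme for no effect and no enzyme wells for full effect; values of inactives mirror those of a sister screen read the other way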
APOBEC3A inh = human APOBEC3A DNA deaminase inhibition; AID 493011; 0.41% of 330,000 active; inhibition, % at 20 µM; recombinant A3A, FAM/TAMRA ssDNA deamination fluorescence; P31941;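 active = at least 40% inhibition at 20 µM here, with at most 30% in a related deaminase screen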;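 also: plate controls were A3A with DMSO for no effect and wells lacking A3A enzyme for full effect; some results filed as inactive read as strong as hits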
Target sequence (P31941 whole entry, looked up): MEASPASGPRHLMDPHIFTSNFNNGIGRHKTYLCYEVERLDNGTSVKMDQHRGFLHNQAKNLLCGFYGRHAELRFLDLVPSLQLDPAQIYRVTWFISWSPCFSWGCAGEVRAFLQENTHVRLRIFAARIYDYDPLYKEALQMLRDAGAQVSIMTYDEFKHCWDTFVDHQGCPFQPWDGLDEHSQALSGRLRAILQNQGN
tim10-1 inh = growth inhibitors of tim10-1 mutant yeast. S. cerevisiae tim10-1 ts strain growth, BacTiter-Glo, 24 h. inhibition, % at 20 µM. 2.2% of 330,000 active. AID 463190;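 active = inhibition of at least 40%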;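 also: mutant grown at 25 °C; 0% = DMSO wells with yeast and 100% = wells holding no yeast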
A3G deaminase = inhibitors of human APOBEC3G DNA deaminase; recombinant A3G, ssDNA deamination FAM/TAMRA fluorescence; Q9HC16; 0.28% of 330,000 active; inhibition, % at 20 µM;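 active = inhibition of at least 40% at 20 µM, with no more than 30% in the related APOBEC3A deaminase screen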;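 also: plate controls were DMSO wells with A3G for no effect and wells lacking A3G enzyme for full effect; some compounds called inactive have numbers as strong as hits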
Target sequence (Q9HC16 whole entry, looked up): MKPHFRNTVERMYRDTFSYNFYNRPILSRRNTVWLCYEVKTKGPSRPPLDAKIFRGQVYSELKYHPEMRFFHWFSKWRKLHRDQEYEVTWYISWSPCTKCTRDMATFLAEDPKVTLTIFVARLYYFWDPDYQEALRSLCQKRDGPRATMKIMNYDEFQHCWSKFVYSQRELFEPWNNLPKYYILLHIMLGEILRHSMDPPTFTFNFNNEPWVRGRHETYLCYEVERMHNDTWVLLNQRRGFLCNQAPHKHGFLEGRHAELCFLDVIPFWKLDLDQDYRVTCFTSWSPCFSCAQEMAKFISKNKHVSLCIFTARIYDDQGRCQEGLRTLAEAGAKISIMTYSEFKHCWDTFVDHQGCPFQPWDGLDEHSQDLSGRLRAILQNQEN
TIM10 inh = growth inhibitors of TIM10 yeast strain; AID 463195; 1.4% of 330,000 active; inhibition, % at 10 µM; S. cerevisiae TIM10 strain growth, BacTiter-Glo luminescence, 24 h;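 active = inhibition of 40% or more at the single tested concentration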;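 also: wild-type TIM10 isogenic control strain grown at permissive 25 °C; 0% = DMSO yeast wells and 100% = minimal medium wells without yeast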
hIAP inh = blocks human intestinal alkaline phosphatase | AID 2544 | inhibition, % at 10 µM | purified IAP, CDP-Star luminescence, 30 min | 0.12% of 330,000 active | P09923;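 active = inhibition reaching a set limit with compound at 10 µM in the primary screen, cut at about 35% in these data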;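 also: plate controls were DMSO wells with enzyme for no effect and no-enzyme buffer wells for full effect; values of inactives mirror those of a sister screen read the other way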
mIAP activ = mouse IAP activation | muIAP, CDP-Star luminescence, 30 min; stronger effect = higher value; 1 = vehicle-only enzyme signal, 0 = enzyme-free wells | activation factor at 10 µM | 0.24% of 330,000 active;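 active = activation factor of at least 2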; also: the source names both 10 and 20 µM as test concentration; values of inactives mirror those of a sister screen read the other way
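System: mouse IAP enzyme. Reagent: CDP-Star chemiluminescent phosphatase substrate. Benchmarks: DMSO wells, no-enzyme wells. Times: 30 min enzyme-substrate-compound incubation at room temperature. Detection: luminescence from enzymatic CDP-Star hydrolysis. Doses: test compounds delivered from DMSO solution.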
beta cell repl = induces beta-cell replication in MIN6 cells; proliferation, % at 10 µM; 0.29% of 330,000 active; MIN6 cells proliferation, ATPlite luminescence, 48 h; cells starved in 0.2% serum; 100% = growth in 10% serum; AID 2380;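 active = compounds whose signal lies at least 3.5 SD above the mean of all wells on their plate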;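 also: 0% = DMSO-treated cells in low-serum medium and 100% = 10% serum control; some compounds called inactive have numbers as strong as hits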
Active calls of the source: *.

compound | NALP3 yeast inh | mIAP inh | APOBEC3A inh | tim10-1 inh | A3G deaminase | TIM10 inh | hIAP inh | mIAP activ | beta cell repl
COc1ccccc1CC(=O)Nc1ccc([N+](=O)[O-])cc1O | 34 | -1 | 4 | 12 | 4 | -5 | 0 | 1 | -1
CCCOc1ccc(/C(O)=C2/C(=O)C(=O)N(c3cc(C)on3)C2c2ccc(C(=O)OC)cc2)cc1 (stereo not drawn) | 7 | 9 | -3 | 11 | -2 | 15 | 23 | 0.91 | -2
CCCn1c(=O)c(C(=O)NCc2ccccc2Cl)c(O)c2ccccc21 | 0 | 8 | -1 | -27 | -2 | -32 | 2 | 0.93 | -3
CC(=O)N1CCN(c2nc(CC(C)C)c3c(c2C#N)CCC3)CC1 | 4 | 6 | -6 | 49* | -11 | 23 | 4 | 0.94 | 5
COCC(=O)NCCc1ccc(S(N)(=O)=O)cc1 | -4 | 3 | -5 | -15 | -8 | -18 | -16 | 0.97 | -1
O=S(=O)(Cc1cc(NCc2ccccc2)nc(-c2ccncc2)n1)c1ccccc1 | 5 | 1 | 0 | 2 | -4 | -16 | 0 | 0.99 | 5
Cc1ccc(NC(=O)CSc2nc(=O)n(CCCN3CCOCC3)c3c2CCCC3)cc1F | -2 | 3 | -2 | 5 | -2 | 7 | -2 | 0.97 | 3
COc1ccc(S(=O)(=O)N2CCN(C(=O)c3c(C)nn(-c4ccccc4)c3Cl)CC2)cc1 | 19 | -3 | 3 | 20 | -5 | 10 | 0 | 1 | -2
CC1CCCCN1C(=O)CSc1nnc(Cc2ccccc2)n1C (stereo not drawn) | 0 | -2 | -6 | 14 | -4 | -7 | 12 | 1 | -1
COc1cc(CCC(=O)Nc2cnc3ccccc3c2)cc(OC)c1OC | -9 | -5 | -5 | 27 | -6 | 10 | -12 | 1 | -1
CN1C(=O)C(CC(=O)NC2CCCCC2)N(C)C1=O (stereo not drawn) | -5 | 0 | 3 | -1 | -1 | -7 | 10 | 0.99 | 1
COC(=O)c1sc2nc(C)c([N+](=O)[O-])c(C)c2c1N | 36 | 5 | -3 | 50* | -5 | 20 | 16 | 0.95 | 1
CC(C)(C)C(=O)Nc1nnc(-c2ccncc2)o1 | 4 | 0 | -2 | 20 | -11 | -8 | -9 | 1 | -2
CCOC(=O)N1CCC(NC(=O)Cn2cc3c(n2)CCCCC3)CC1 | 7 | -8 | -1 | -5 | -3 | -2 | -5 | 1.1 | 2
CC1(C)C2CC=C(/C=N/NC(=O)C3CC3)C1C2 (stereo not drawn) | 7 | -4 | -4 | 6 | -10 | 20 | 16 | 1 | 7.6*
CCCCCCC1CC(/C(C)=N\NC(N)=O)OC1=O (stereo not drawn) | -15 | 2 | 1 | 6 | 1 | -1 | -5 | 0.98 | 1
Cc1ccc(S(=O)(=O)Oc2ccccc2N2C(=O)C3CC=CCC3C2=O)cc1 (stereo not drawn) | 3 | -1 | -2 | 34 | 1 | 1 | -17 | 1 | -1
CC(C)c1ccc(N2C(=O)CSC23C(=O)N2CCCc4cccc3c42)cc1 (stereo not drawn) | 0 | 5 | 0 | 26 | -6 | 25 | -8 | 0.95 | -1
Cc1ccc(S(=O)(=O)n2nccc2-c2c(-c3ccccc3)noc2C)cc1 | 19 | -8 | -3 | 25 | 16 | 8 | -16 | 1.1 | -3
Cc1ccc(/C=N/NC(=O)c2nnn(-c3nonc3N)c2-c2ccc3c(c2)OCO3)s1 | 2 | 4 | -6 | -6 | -7 | 9 | -2 | 0.96 | -1
CCN(c1ccccc1)S(=O)(=O)c1cccc(C(=O)NCc2cccnc2)c1 | -11 | -3 | -2 | -23 | -9 | -24 | -11 | 1 | 0
Cn1c(C(=O)N2CCCC(C(=O)NCc3ccccc3)C2)cc2sccc21 (stereo not drawn) | 5 | -1 | -3 | -2 | -1 | 8 | -10 | 1 | -1
CC(=O)CC(C)(C)NC(C)=S | 3 | 7 | -6 | 0 | -8 | 11 | 2 | 0.93 | -3
Cc1ccc(NP(=O)(c2ccc(N(C)C)cc2NC(=O)c2cccs2)N2CCOCC2)cc1 (stereo not drawn) | 6 | 3 | -1 | -6 | -2 | 4 | 10 | 0.97 | -1
O=c1c2c(nc3cc(-c4cccc(Cl)c4)[nH]n13)CCC2 | 16 | 2 | 1 | 11 | -3 | -11 | 5 | 0.98 | -4

compound | NALP3 yeast inh | mIAP inh | APOBEC3A inh | tim10-1 inh | A3G deaminase | TIM10 inh | hIAP inh | mIAP activ | beta cell repl
CCn1c(SCC(=O)Nc2cc(C)on2)nnc1-c1ccco1 | 3 | -13 | -7 | 7 | -5 | -6 | 2 | 1.1 | 0
O=C(Nc1ccc(Cl)c(S(=O)(=O)N2CCOCC2)c1)C1=NN(c2ccccc2)C(=O)CC1 | 12 | -1 | 2 | 1 | -3 | 1 | -7 | 1 | -4
O=C1c2cccc3cc(Br)cc(c23)C(=O)N1Nc1ccc(Br)cc1 | 1 | 3 | -4 | 2 | -6 | -2 | 9 | 0.97 | -6
COc1cccc(C(=O)NN2CC(O)=C(c3nc(C)cs3)C2=N)c1 | 1 | -10 | 4 | -12 | 1 | -20 | -47 | 1.1 | 2
Cc1cc(C)c2c(c1)cc(C)c1nnc(SCC(=O)Nc3cc(C)on3)n12 | 3 | -8 | -3 | 20 | 0 | 24 | 5 | 1.1 | -3
COc1ccc(/C=C(\C#N)C(=O)NCCCn2ccnc2)cc1 | 1 | -1 | -1 | 13 | -3 | 4 | -4 | 1 | 1
O=C(/C=C/c1cccc(F)c1)c1ccc(N2CCOCC2)cc1 | 16 | 3 | -2 | 37 | -6 | 38 | 15 | 0.97 | -6
COc1ccccc1CNC(=O)C(=O)NCCC1CCCCN1S(=O)(=O)c1cccs1 (stereo not drawn) | 13 | -10 | 0 | 20 | -11 | 7 | 3 | 1.1 | -3
CO/N=C1\CCn2c1c(C)c1ccccc12 | 0 | 2 | -4 | -6 | -6 | -17 | 0 | 0.98 | -2
Cc1ccc(S(=O)(=O)NCC(=O)OCC(=O)NCc2ccc(F)cc2)cc1 | 15 | 1 | -4 | -11 | -5 | 2 | -5 | 0.99 | -2
CCOc1ccc([C@@H]2CC=C(C(=O)O)[C@H](c3ccc(Cl)cc3)N2S(=O)(=O)c2ccc(C)cc2)cc1 | 20 | 10 | -7 | 36 | -14 | 5 | -3 | 0.9 | -6
CN(Cc1ccon1)C(=O)CC1C(=O)NCCN1Cc1cccc(Oc2ccccc2)c1 (stereo not drawn) | 8 | 7 | 9 | 9 | -3 | 5 | -7 | 0.93 | 1
COc1ccccc1C(=O)NCC(=O)NCCC(c1ccccc1)c1ccccc1 | 12 | -3 | 3 | 3 | -5 | -19 | -4 | 1 | -3
CN(C(=O)c1ccc(=O)n(Cc2ccc(Cl)cc2)c1)c1ccccc1 | 6 | -1 | -1 | 7 | -7 | -14 | -5 | 1 | -2
COc1ccc(/C=C/C(=O)Nc2cc(S(=O)(=O)N3CCOCC3)ccc2N2CCCC2)cc1OC | 12 | -26 | -1 | 17 | -9 | -2 | 8 | 1.3 | 7.3*
CCOCCCN(Cc1cc2cc(C)cc(C)c2[nH]c1=O)C(=O)N(CC)CC | 4 | 4 | 0 | 20 | 0 | 14 | 18 | 0.96 | -1
O=C(Cc1c(F)cccc1Cl)c1ccc(O)cc1O | 39 | -7 | -4 | 48* | -8 | 56* | 3 | 1.1 | -2
CN=C(NC1CCCCC1)c1ccc([N+](=O)[O-])cc1 | 16 | -6 | -3 | -9 | -2 | 0 | -6 | 1.1 | -3
CCOC(=O)c1c(-c2ccc(C)o2)csc1NC(=O)CN1CCCCC1 | -8 | 15 | 1 | 27 | -7 | 6 | 8 | 0.85 | -7
O=C(O)/C=C/C(=O)Nc1ccc(Oc2ccc(NC(=O)/C=C/C(=O)O)cc2)cc1 | -6 | -4 | 17 | 8 | 6 | -1 | 10 | 1 | 2
C[C@@H]1C(=O)OC[C@H]1NC(=O)OCc1ccccc1 | 13 | -2 | -4 | -20 | -8 | 0 | 12 | 1 | 1
O=C(Nc1c(Cl)cc(Cl)cc1C(=O)NCCN1CCOCC1)c1cccc([N+](=O)[O-])c1 | 16 | 1 | -1 | 23 | -3 | -27 | -10 | 0.99 | -2
Cc1ccc(N(C)S(=O)(=O)c2cccc(C(=O)Nc3nnc(C4CC4)s3)c2)cc1 | 4 | -5 | 0 | 16 | 0 | -4 | -10 | 1.1 | -2
COc1cccc(N2CCN(C(=O)c3oc4ccccc4c3NC(=O)Cc3ccc(OC)c(OC)c3)CC2)c1 | 15 | -12 | -1 | 22 | -4 | 11 | -26 | 1.1 | -5
COc1ccccc1/C=N/NC(=O)CC(=O)NCc1cccnc1 | 4 | -3 | -2 | 10 | -4 | 6 | 0 | 1 | 0

compound | NALP3 yeast inh | mIAP inh | APOBEC3A inh | tim10-1 inh | A3G deaminase | TIM10 inh | hIAP inh | mIAP activ | beta cell repl
O=C(CN1CCOCC1)N/N=C/c1ccc(C(=O)O)cc1 | -12 | 6 | 3 | 10 | 3 | -6 | 17 | 0.94 | -1
CC(=O)Nc1cccc(C(=O)NC2CCCc3c2cnn3-c2ccccc2F)c1 (stereo not drawn) | 12 | -3 | -2 | 19 | -7 | 1 | -2 | 1 | 2
CCNC(=S)N/N=C/c1ccccc1[N+](=O)[O-] | 7 | -2 | -1 | -22 | -6 | -1 | 6 | 1 | -6
COc1ccc(N2CCN(C(=O)CS(=O)Cc3nc(-c4ccc(OC)c(OC)c4)oc3C)CC2)cc1 (stereo not drawn) | 1 | 4 | -5 | 25 | -6 | 9 | -9 | 0.96 | -3
CCOc1ccc(NC(=O)c2ccc(NC(=S)NC3CCCCC3)cc2)cc1 | 11 | -46 | 1 | 11 | 3 | 29 | -2 | 1.5 | -5
O=C(NCc1ccco1)c1nnc(Cc2ccc(Cl)cc2)o1 | 23 | 9 | -2 | -5 | -7 | -12 | 6 | 0.91 | -4
Cc1cc(N2CCC(C)CC2)nc2ccc(N3C(=O)CCC3=O)cc12 | 4 | 4 | 0 | 13 | -2 | 6 | 6 | 0.96 | 0
CCn1cc(C(=O)OCC(=O)Nc2cccc(Cl)c2Cl)c(=O)c2ccc(C)nc21 | 29 | 0 | 0 | -4 | 1 | 14 | -7 | 1 | -5
COc1cccc(/C=N/NC(N)=S)c1OCc1cccc(Cl)c1 | 28 | 2 | 0 | 36 | -1 | 46* | -15 | 0.98 | -6
CCOC(=O)N1CCN(c2c(NCCN(C)Cc3ccccc3)c(=O)c2=O)CC1 | 10 | -2 | 0 | 1 | -4 | 0 | -6 | 1 | 0
CC(=O)Nc1ccc(S(=O)(=O)NCC(=O)OCC(=O)NCc2ccc3c(c2)OCO3)cc1 | 1 | -9 | 7 | -5 | -2 | 1 | -13 | 1.1 | -1
COC(=O)c1cccc(NC(=O)CC2C(=O)NCCN2C(=O)c2ccc(F)cc2F)c1 (stereo not drawn) | 10 | -10 | 2 | -10 | -1 | 4 | 1 | 1.1 | -2
Cn1nc(C(=O)OCC(=O)Nc2ccc(Cl)cc2Cl)c2ccccc2c1=O | 6 | 0 | -5 | 12 | -8 | 1 | 13 | 1 | 2
CCOc1ccc(OCCC(=O)N2CCN(S(=O)(=O)c3ccc(F)cc3)CC2)cc1 | 22 | -12 | 2 | 21 | 5 | 9 | 0 | 1.1 | 2
COc1cc(CNCCSc2nnnn2C)cc(Br)c1OCc1ccccc1F | 19 | -10 | 1 | -10 | 1 | 0 | -12 | 1.1 | -1
Cc1c(C(=O)N2CCN(c3ccccc3)CC2)oc2c(F)cccc12 | 5 | 10 | -1 | 16 | -4 | 16 | 8 | 0.9 | 1
